Giardia FBPA inh: blocks Giardia fructose-bisphosphate aldolase activity; AID 2451; Potency, µM (top dose mostly 59.6 µM), inactives show top-dose activity, negative = inhibition, most hits filed as inhibitors; purified Giardia FBPA; actives 0.71% (n = 290,000); A8B2U2; also: potency is read from the fitted curve at half-maximal effect; nearly all actives have a fitted effect of over 55% in size
Target sequence (A8B2U2 whole entry, looked up): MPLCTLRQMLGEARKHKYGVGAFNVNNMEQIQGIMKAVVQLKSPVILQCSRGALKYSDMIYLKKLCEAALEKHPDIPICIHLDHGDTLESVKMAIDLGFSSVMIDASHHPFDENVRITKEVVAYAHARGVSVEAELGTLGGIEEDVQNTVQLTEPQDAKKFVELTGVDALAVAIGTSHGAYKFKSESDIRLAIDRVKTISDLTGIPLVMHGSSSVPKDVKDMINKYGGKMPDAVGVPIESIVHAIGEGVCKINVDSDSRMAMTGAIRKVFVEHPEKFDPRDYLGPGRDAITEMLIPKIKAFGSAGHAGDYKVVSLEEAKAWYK
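Giardia FBPA (40 nM reagent) was preincubated 10 min at RT with compound (up to 57.5 uM final), then substrate plus GAPDH/TPI/NAD/arsenate coupling system with diaphorase/resazurin was added; resorufin fluorescence (525/598 nm) was read after 20 min.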
Sm TGR block: blocks Schistosoma mansoni thioredoxin glutathione reductase. Q962Y6. purified TGR, DTNB reduction, TNB absorbance 405 nm. Potency, µM (series often up to 114 µM), for inactives: at the top dose activity change, negative = inhibition, hits mostly inhibitors. actives 3% (n = 360,000). AID 485364; also: potency is read from the fitted curve at half-maximal effect; nearly all actives have a fitted effect of over 60% in size
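Kinetic colorimetric format: TGR-catalysed, NADPH-driven DTNB reduction monitored via TNB absorbance. Enzyme dispensed at 20 nM; compound exposure 15 min at room temperature before reaction start.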
HCMV inh: inhibitors of human cytomegalovirus. HFF cells, HCMV-luciferase reporter, 72 h; hits give low values. activity change, negative = inhibition, % at 57.5 µM. actives 4.5% (n = 410,000); in the data active = activity change below about -60%; inconclusive = no clear call, values can overlap the other calls; inactive = above about -39%
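After 16 h attachment at 37C, HFF cells received test compound and HCMV-luciferase (1 PFU/cell); reporter luminescence read 72 h later, data normalized against buffer-only and known inhibitor Salinomycin.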
AmpC detergent: inhibitors of E. coli AmpC beta-lactamase with detergent; AmpC hydrolysis of nitrocefin, absorbance 480 nm, 0.01% Triton; Potency, µM (top dose mostly 114 µM), for the others: at the highest dose activity change, negative = inhibition, actives largely listed as inhibitors; actives 0.041% (n = 370,000); AID 485294;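 also: potency is read from the fitted curve at half-maximal effect; 0% = no-compound wells and -100% = no-enzyme wells; nearly all actives have a fitted effect of over 25% in size; some results filed as inactive show a strong effect at the top dose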
Target sequence (P00811 whole entry, looked up): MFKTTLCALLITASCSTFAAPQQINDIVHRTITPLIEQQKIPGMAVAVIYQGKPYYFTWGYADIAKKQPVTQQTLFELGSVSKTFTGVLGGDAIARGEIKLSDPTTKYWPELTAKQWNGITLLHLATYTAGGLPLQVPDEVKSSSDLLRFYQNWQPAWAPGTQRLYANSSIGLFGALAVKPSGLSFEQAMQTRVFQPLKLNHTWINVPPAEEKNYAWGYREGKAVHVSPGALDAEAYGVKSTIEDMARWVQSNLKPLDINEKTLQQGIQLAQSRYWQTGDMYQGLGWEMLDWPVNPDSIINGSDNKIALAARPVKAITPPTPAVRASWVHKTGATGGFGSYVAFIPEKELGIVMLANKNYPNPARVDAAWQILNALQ
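20 mM phosphate pH 7.0 + 0.01% (detergent screen) or 0.0001% Triton X-100; 5.3 nM AmpC reagent; cpd preinc 15 min RT; nitrocefin (800 uM stock) to start; A480 q20 s × 4 min; Activity was normalised to no-enzyme and no-compound control wells.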
AmpC no deterg: AmpC beta-lactamase inhibition without detergent | AmpC nitrocefin hydrolysis, absorbance 480 nm, 0.0001% Triton | Potency, µM (top dose mostly 57.1 µM), without a hit: at the highest dose activity change, negative = inhibition, actives largely listed as inhibitors | actives 0.52% (n = 330,000);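 also: potency is read from the fitted curve at half-maximal effect; plate controls were no compound for no effect and no enzyme for full effect; nearly all actives have a fitted effect of over 20% in size; some results filed as inactive show a strong effect at the top dose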
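20 mM phosphate pH 7.0 + 0.01% (detergent screen) or 0.0001% Triton X-100; 5.3 nM AmpC reagent; cpd preinc 15 min RT; nitrocefin (800 uM stock) to start; A480 q20 s × 4 min; Activity was normalised to no-enzyme and no-compound control wells.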
AMA1-RON2 inh: inhibitors of Plasmodium falciparum AMA1-RON2 interaction; AlphaScreen AMA1-biotinylated RON2 peptide binding; Potency, µM (doses to about 58.2 µM), for inactives: at the top dose activity change, negative = inhibition, usual class: inhibitors; actives 0.2% (n = 360,000);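 also: potency is read from the fitted curve at half-maximal effect; 0% = vehicle wells and -100% = peptide control; nearly all actives have a fitted effect of over 45% in size; some results filed as inactive show a strong effect at the top dose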
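AMA1 (3D7) with his tag at 25 nM final met compounds first, then biotinylated RON2 peptide at 25 nM; detection used donor plus acceptor beads, 10 µg/mL apiece, read by AlphaScreen after 30 min at room temperature.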
* hit, by the source's call; [ ] = dose if it differs, or a comment. Unless noted, calls follow the shape of the dose curve; as a rule, active = well fitted curve in the direction sought with a large enough effect; inconclusive = small, poorly fitted or top-dose-only effect, or another doubt; inactive = no such curve, though single readings can be large; an effect the other way counts as inactive or inconclusive. Unless noted, % is scaled to controls: 0 for no effect and ±100 for the full control effect.

Results for CC(=O)COC(=O)CNC(=O)c1ccc(Br)cc1 ?
Giardia FBPA inh: 1%; Sm TGR block: 0%; HCMV inh: 51; AmpC detergent: -6%; AmpC no deterg: -14%; AMA1-RON2 inh: 21%

Results for CCOC(=O)c1c(S(=O)(=O)N2CCC(C(=O)Nc3ccc(OCC)cc3)CC2)c(C)n(C)c1C ?
Sm TGR block: -1%; HCMV inh: -14; AmpC detergent: -4%

Results for COc1cc(C(=O)N(Cc2ccc(C)o2)C2CCS(=O)(=O)C2)cc(OC)c1OC (centres undefined) ?
Giardia FBPA inh: -2%; Sm TGR block: -22%; HCMV inh: -9; AmpC detergent: 2%; AmpC no deterg: 25%; AMA1-RON2 inh: -8%

What do the screens show for `CC(Sc1nnc(-c2ccco2)n1N)C(=O)NC1CCCCC1C` (centres undefined)?
Sm TGR block: -16%; HCMV inh: 1; AmpC detergent: 0%; AmpC no deterg: -10%; AMA1-RON2 inh: 0%

How did CCN(Cc1ccccc1)C(=O)c1cc(-c2ccccc2)n[nH]1 do in these assays?
Sm TGR block: -5%; HCMV inh: 102; AmpC detergent: inconclusive

What do the screens show for `CC(Sc1nnc2n1CCCCC2)C(=O)Nc1cccc(S(=O)(=O)N2CCOCC2)c1` (centres undefined)?
Sm TGR block: -6%; HCMV inh: -25; AmpC detergent: 2%; AmpC no deterg: 12%; AMA1-RON2 inh: -17%

Results for Nc1cccc(C(=O)Nc2ccccc2Cl)c1 ?
Giardia FBPA inh: -1%; Sm TGR block: 3%; HCMV inh: 1; AmpC detergent: -13%; AmpC no deterg: -25%; AMA1-RON2 inh: inconclusive

Results for CCOC(=O)c1oc2c(c1C)/C(=N/O)CCC2 ?
Giardia FBPA inh: 13%; Sm TGR block: 19%; HCMV inh: 100; AmpC detergent: 8%; AmpC no deterg: -6%; AMA1-RON2 inh: 28%

How did O=C(CSc1nnc(-c2ccc(F)cc2)n1-c1ccccc1)NCCN1C(=O)CSC1=O do in these assays?
Giardia FBPA inh: 2%; Sm TGR block: -7%; HCMV inh: inconclusive; AmpC detergent: 0%; AmpC no deterg: 8%; AMA1-RON2 inh: -5%[11.6 µM]

What do the screens show for `CCOC(=O)C1=C(Cn2ccc(C(F)(F)F)n2)NC(=O)NC1c1ccc2c(c1)OCO2` (centres undefined)?
Giardia FBPA inh: -6%; Sm TGR block: -11%; HCMV inh: -16; AmpC detergent: -19%; AmpC no deterg: -21%; AMA1-RON2 inh: -2%

What do the screens show for `Cc1nc(NC(=S)Nc2ccccc2)sc1C`?
Giardia FBPA inh: -6%; Sm TGR block: inconclusive; HCMV inh: -1; AmpC detergent: 4%; AmpC no deterg: -38%; AMA1-RON2 inh: 64%[activator]

What do the screens show for `CN1C(=O)CSc2ccc(NC(=O)NCc3ccccc3)cc21`?
Giardia FBPA inh: 0%; Sm TGR block: -4%; HCMV inh: 31; AmpC detergent: inconclusive; AmpC no deterg: -36%; AMA1-RON2 inh: 9%

What do the screens show for `Cc1nc(C)c(-c2csc(Nc3ccc(F)cc3)n2)s1`?
Giardia FBPA inh: -10%; Sm TGR block: 4%; HCMV inh: -10; AmpC detergent: inconclusive; AmpC no deterg: -55%; AMA1-RON2 inh: 18%

Results for Cc1ccc(NC(=O)C2CC(c3ccc(F)cc3)=NO2)cc1 (centres undefined) ?
Giardia FBPA inh: 8%; Sm TGR block: -4%; HCMV inh: -8; AmpC detergent: inconclusive; AmpC no deterg: -1%; AMA1-RON2 inh: -5%

How did COc1ccccc1/C=C/C(=O)NNC(=O)c1cc(C)oc1C do in these assays?
Sm TGR block: -5%; HCMV inh: -14; AmpC detergent: 4%; AmpC no deterg: -16%; AMA1-RON2 inh: 93%[activator]

How did COc1ccc2cc(C(c3nnnn3C3CCCC3)N3CCc4ccccc4C3)c(=O)[nH]c2c1 (centres undefined) do in these assays?
Giardia FBPA inh: inconclusive; Sm TGR block: 0%; HCMV inh: 23; AmpC detergent: inconclusive; AmpC no deterg: -27%; AMA1-RON2 inh: -18%

What do the screens show for `Cc1ccc2c(=O)c(C(=O)c3cccc(Cl)c3)cn(CC(=O)Nc3ccccc3C(F)(F)F)c2n1`?
Sm TGR block: 26%; HCMV inh: 12; AmpC detergent: 5%

Results for N#CC(c1ccc(Cl)cc1)N1CCOCC1 (centres undefined) ?
Giardia FBPA inh: -29%; Sm TGR block: -5%; HCMV inh: 10; AmpC detergent: -7%; AmpC no deterg: -9%; AMA1-RON2 inh: 1%

Results for Cc1ccccc1-c1nc(CN2CCC(C(=O)NCCc3ccccc3)CC2)c(C)o1 ?
Sm TGR block: -8%; HCMV inh: 14; AmpC detergent: -13%

Results for Cc1ccc(S(=O)(=O)N2CCN(Cc3cc(Br)ccc3O)CC2)cc1 ?
Sm TGR block: -9%; HCMV inh: -4; AmpC detergent: -8%

What do the screens show for `CCOC(=O)c1cnc2ccc(C(=O)OC)cc2c1Nc1ccc(C(=O)O)cc1`?
Giardia FBPA inh: 0%; Sm TGR block: -24%[57.1 µM]; HCMV inh: 49; AmpC detergent: -3%; AmpC no deterg: -13%; AMA1-RON2 inh: 0%

What do the screens show for `COc1ccc(OCC(=O)Nc2ccccc2OC(F)F)cc1`?
Giardia FBPA inh: 4%; Sm TGR block: -8%; HCMV inh: -25; AmpC detergent: -8%; AmpC no deterg: -17%; AMA1-RON2 inh: -3%

What do the screens show for `Clc1cc2c(c(CSc3nc4ccccc4n4cccc34)c1)OCOC2`?
Giardia FBPA inh: -1%; Sm TGR block: inconclusive; HCMV inh: 125; AmpC detergent: -12%; AmpC no deterg: -11%; AMA1-RON2 inh: 4%

How did CC(=O)c1cccc(NC(=O)C(C)OC(=O)c2ccc(Br)o2)c1 (centres undefined) do in these assays?
Sm TGR block: 0%; HCMV inh: -26; AmpC detergent: 3%; AmpC no deterg: -6%; AMA1-RON2 inh: -2%

What do the screens show for `CCOc1ccccc1C(=O)Nc1ccc(S(=O)(=O)Nc2cc(OC)nc(OC)n2)cc1`?
Sm TGR block: -6%; HCMV inh: 11; AmpC detergent: -4%; AmpC no deterg: -56%; AMA1-RON2 inh: 8%

What do the screens show for `CCOc1ccc(NC(=O)COC(=O)CCCc2c[nH]c3ccccc23)cc1`?
Giardia FBPA inh: -13%; Sm TGR block: 0%; HCMV inh: 49; AmpC detergent: -13%; AmpC no deterg: -34%; AMA1-RON2 inh: -9%

How did COc1ccc2oc(C(=O)Nc3nc4ccccc4[nH]3)c(C)c2c1 do in these assays?
Giardia FBPA inh: -17%; Sm TGR block: 9%; HCMV inh: -6; AmpC detergent: -6%; AmpC no deterg: 29%; AMA1-RON2 inh: 78%[activator]

How did Cn1cnc(S(=O)(=O)N2CCN(c3cccc(Cl)c3)CC2)c1 do in these assays?
Giardia FBPA inh: 14%; Sm TGR block: -5%; HCMV inh: inconclusive; AmpC detergent: 0%; AmpC no deterg: 16%; AMA1-RON2 inh: 35%[activator]

How did NC(=O)C1(N2CCCCC2)CCN(c2ccc3nnc(-c4ccccc4)n3n2)CC1 do in these assays?
Giardia FBPA inh: 9%; Sm TGR block: -11%; HCMV inh: 17; AmpC detergent: -14%; AmpC no deterg: 78%[activator]; AMA1-RON2 inh: 3%

How did CCC(=O)NC(NC(=S)Nc1ccccc1Br)C(Cl)(Cl)Cl (centres undefined) do in these assays?
Giardia FBPA inh: 7%; Sm TGR block: -29%; HCMV inh: -18; AmpC detergent: 3%; AmpC no deterg: -21%; AMA1-RON2 inh: 21%

How did COc1cc(-c2[nH]ncc2CN(C)Cc2nonc2C)cc(OC)c1OC do in these assays?
Giardia FBPA inh: 4%; Sm TGR block: -27%; HCMV inh: -4; AmpC detergent: 2%; AmpC no deterg: 5%; AMA1-RON2 inh: -15%

How did C=CCN1C(=O)/C(=C2/C(=O)N(CC(=O)O)c3ccccc32)S/C1=N/c1nccs1 do in these assays?
Giardia FBPA inh: -9%; Sm TGR block: 0%; AmpC detergent: -11%; AmpC no deterg: 58%

How did O=C(Nc1nc(-c2ccco2)c(-c2ccco2)s1)c1ccc(F)cc1F do in these assays?
Sm TGR block: 10µM*; HCMV inh: 19; AmpC detergent: 0%; AmpC no deterg: -43%; AMA1-RON2 inh: -9%

What do the screens show for `COC(C)(C)c1cc(C(C)(C)C)nc(N)n1`?
Giardia FBPA inh: 1%; Sm TGR block: 7%; HCMV inh: -20; AmpC detergent: -8%; AmpC no deterg: -12%; AMA1-RON2 inh: 0%

How did CCCOP(=O)(OCCC)C(NC(=O)C(C)(C)C)c1ccccc1 (centres undefined) do in these assays?
Giardia FBPA inh: 1%; Sm TGR block: 4%; HCMV inh: 0; AmpC detergent: -6%; AmpC no deterg: 6%; AMA1-RON2 inh: -4%

What do the screens show for `CC(=O)NC(Cc1ccc(F)c(F)c1)C(=O)NC1CCN(c2c(Cc3ccccc3)c(C)nc3ncnn23)CC1` (centres undefined)?
Giardia FBPA inh: -9%; Sm TGR block: 1%; HCMV inh: inconclusive; AmpC detergent: -6%; AmpC no deterg: -24%; AMA1-RON2 inh: 7%

Results for CC(C)Oc1ccc(-c2cc(C(=O)NCCN3CCOCC3)c3ccccc3n2)cc1 ?
Sm TGR block: -6%; HCMV inh: 95; AmpC detergent: -7%; AmpC no deterg: 198%[activator]; AMA1-RON2 inh: 4%
